# Screens from PubChem.
# CFTR F508del cor: CFTR F508del correction in bronchial cells. actives 0.36% (n = 350,000). activity (quench increase), % at 7.58 µM. AID 720511. CFBE cells, YFP halide quenching; stimulated with forskolin plus potentiator P3; % fluorescence drop versus neutral controls;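 active = mean added fluorescence quench of at least 8% versus neutral control, with both replicates also reaching 8%; inconclusive = only one of the mean or replicate conditions met; inactive = mean below 8% and not both replicates reaching 8%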;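 also: cells transiently co-express mutant CFTR-F508del with the halide-sensitive YFP; corrector assay measuring rescue of mutant channel to the surface after 24 h compound exposure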
# RAD52 inh: blocks human RAD52 DNA annealing | actives 0.46% (n = 360,000) | AID 651710 | inhibition, % at 18.7 µM | recombinant RAD52 DNA annealing, FRET fluorescence;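 active = every replicate showing at least 50% inhibition; inconclusive = mean inhibition at least 50% but not in every replicate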
# Casp6 inh: caspase-6 (human) enzyme inhibition; P55212; purified caspase-6, Z-VEID-R110 cleavage fluorescence; inhibition, % at 12.5 µM; actives 0.53% (n = 350,000);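 active = mean inhibition across replicates at least about 35%, with every replicate also reaching that limit, limit read from the data; inconclusive = only one of the two criteria met; inactive = neither criterion met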;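 also: 0% = median of neutral control wells and 100% = no fluorescence left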
# Target sequence (P55212 24-179 limits assumed): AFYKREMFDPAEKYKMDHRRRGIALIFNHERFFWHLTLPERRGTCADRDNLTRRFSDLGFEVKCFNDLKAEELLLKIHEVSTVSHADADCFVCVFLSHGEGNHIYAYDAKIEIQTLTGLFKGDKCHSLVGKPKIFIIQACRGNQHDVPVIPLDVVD
# Target sequence (P55212 194-293 limits assumed): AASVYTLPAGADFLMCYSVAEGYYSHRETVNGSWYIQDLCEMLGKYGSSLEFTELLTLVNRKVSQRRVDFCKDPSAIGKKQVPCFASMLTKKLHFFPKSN
# INS-1E GSIS act: primary screen for activators of insulin secretion dependent on glucose, INS-1E cells, GLuc reporter luminescence; actives 0.61% (n = 370,000); activation, % at 16.6 µM; INS-1E GLuc reporter insulin secretion, 2-3 h;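 active = lowest replicate activation of at least 40%, so every replicate reaches that level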;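 also: 0% = median of neutral control wells and 100% = median of IBMX positive control wells; some compounds called inactive have numbers as strong as hits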
# RAD54 inh: inhibitors of human RAD54 branch migration; Q92698; RAD54 Holliday junction branch migration, FAM/BHQ fluorescence; inhibition, % at 10.4 µM; actives 0.14% (n = 360,000);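 active = mean normalized replicate activity at least 40 and at least half of replicates scoring 40 or more; inconclusive = only one of the two criteria met; inactive = mean below 40 and under half of replicates reaching 40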;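 also: 0% = median of neutral control wells and 100% = median of positive control wells; inhibitors cause a drop in the FAM fluorescence signal; in these data hits start at about 50%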
# E-sel inducer: E-selectin induction on HUVECs; P16581; AID 686992; actives 0.37% (n = 260,000); activation, % at 7.58 µM; HUVEC E-selectin immunofluorescence imaging; normalized: neutral wells 0, TNF-alpha wells 100;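 active = mean E-selectin-positive cell signal at least 10% of the positive control, reached in at least 60% of replicates, without over 20% cell loss; inconclusive = no rule given, readout overlaps actives, possibly toxicity-flagged; inactive = the rest, including those meeting only one limit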;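 also: in these data hits start at about 27%; measured in HUVEC primary endothelial cells; signal is the percent of cells scored E-selectin positive by PE staining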
# Target sequence (P16581 whole entry, looked up): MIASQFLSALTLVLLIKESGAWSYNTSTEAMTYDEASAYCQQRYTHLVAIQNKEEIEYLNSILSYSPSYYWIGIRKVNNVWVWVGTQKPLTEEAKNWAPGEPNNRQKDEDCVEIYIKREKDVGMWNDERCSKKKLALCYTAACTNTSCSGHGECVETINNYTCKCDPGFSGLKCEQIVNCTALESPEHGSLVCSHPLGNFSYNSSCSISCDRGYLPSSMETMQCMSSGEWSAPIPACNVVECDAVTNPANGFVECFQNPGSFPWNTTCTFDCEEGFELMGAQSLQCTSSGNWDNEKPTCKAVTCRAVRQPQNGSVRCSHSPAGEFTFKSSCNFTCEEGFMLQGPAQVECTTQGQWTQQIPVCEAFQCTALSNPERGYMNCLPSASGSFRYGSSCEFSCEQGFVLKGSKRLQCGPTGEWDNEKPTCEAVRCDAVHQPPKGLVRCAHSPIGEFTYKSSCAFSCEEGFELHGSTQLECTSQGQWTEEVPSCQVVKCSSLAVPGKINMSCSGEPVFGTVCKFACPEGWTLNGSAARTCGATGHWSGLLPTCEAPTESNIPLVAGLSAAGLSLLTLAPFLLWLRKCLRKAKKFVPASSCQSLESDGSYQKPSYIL
#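 Assay system: HUVEC primary endothelial cells. Input: 3,000 HUVEC seeded per well. Doses: one compound dose added by pin transfer. Read-out basis: % PE-positive cells. Benchmarks: TNF-alpha high, DMSO low. Detection: immunofluorescence imaging. Buffer or medium: EGM-2, gelatin.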
# DENV2 CPE rescue: inhibitors of DENV2 cytopathic effect; CPE inhibition, % at 9.99 µM; DENV2-infected cells, cytopathic effect rescue, plate reader; actives 1.7% (n = 350,000); in the data active = CPE inhibition above about 20%, passing the limit was not always enough; inconclusive = no clear call, values can overlap the other calls; tested in BHK-21 cells;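 also: 0% = median of neutral control wells and 100% = median of positive control wells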
# Xi reactivation: reactivates the inactive X chromosome in mouse fibroblasts; XiGFP mouse fibroblasts, % GFP-positive cells imaging, 3 d; cells co-treated with 5-aza-dC sensitizer; scaled so ellipticine positive control = 100%; activation, % at 7.58 µM; AID 743238; actives 0.055% (n = 360,000);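 active = mean normalized replicate activation at least 10% and every replicate at or above 10%; inconclusive = only one of the two criteria met; inactive = mean below 10% and not all replicates reach 10%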;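 also: 0% = median of on-plate neutral control wells and 100% = ellipticine 6 µM median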
#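 assay system = SV40-immortalized XiGFP fibroblast cells, line 68-5-11 | buffer or medium = DMEM plus 5-aza-dC sensitizer | doses = single-point pinned compound dosing | times = 3-day compound exposure, then 15 min fixation at room temperature | benchmarks = positive control ellipticine, 6 µM final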
# Numbers without * were called inactive; u = inconclusive; x = no result given.
SMILES,CFTR F508del cor,RAD52 inh,Casp6 inh,INS-1E GSIS act,RAD54 inh,E-sel inducer,DENV2 CPE rescue,Xi reactivation
O=c1c2ccccc2nnn1CSc1nc2ccccc2c(=O)n1CCCO,0.8,-20,-5,-12,-7,2.1,-4,0.2
Cc1ccc(N2C(=O)C3C4CCC(O4)C3C2=O)c(OC(F)F)c1 (stereo not drawn),-0.4,-9,0,x,0,0.2,0,1.9
C[C@H](CO)N1C[C@H](C)[C@H](CN(C)C(=O)Nc2ccc3c(c2)OCO3)Oc2c(NC(=O)Nc3ccccc3)cccc2C1=O,0.8,8,-2,-8,-1,0.0,-5,-0.6
Brc1ccc(-c2csc(N3CCOCC3)n2)cc1,2.4,-11,1,16,x,-0.6,4,-0.2
CC(C)c1nnc(NC(=O)C2CCN(S(=O)(=O)c3ccc(-n4cnnn4)cc3)CC2)s1,1.1,-3,2,8,1,-0.1,2,0.0
CN(C)CCNS(=O)(=O)c1ccc(N2CCc3ccccc32)c([N+](=O)[O-])c1,-0.4,25,-4,15,6,x,-2,0.1
O=C(C[C@@H]1CC[C@H]2[C@@H](COC[C@@H](O)CN2C(=O)c2ccc3c(c2)OCO3)O1)NCCN1CCCCC1,-1.6,-14,0,1,4,-0.1,6,0.4
Cc1ccc(S(=O)(=O)Nc2ccc3c(c2)C(=O)N([C@@H](C)CO)C[C@@H](C)[C@H](CN(C)C(=O)Nc2ccc(C(F)(F)F)cc2)OCCCC[C@@H](C)O3)cc1,-2.6,-35,-1,7,5,0.1,u,0.4
Cc1cc(S(=O)(=O)NCc2ccc(N3CCN(C)CC3)cc2)c(C)s1,-0.3,3,-2,32,-13,0.0,-7,0.2
C=CCn1c(SCC(=O)c2c(N)n(C)c(=O)n(C)c2=O)nnc1-c1ccncc1,-2.6,-15,-3,1,x,x,-7,-0.1
O=C1OCCN1C(=O)[C@H]1[C@H](c2ccccc2)C(c2ccccc2)=NN1c1ccccc1,3.4,-42,-2,-27,1,7.4,7,-0.1
CCn1cc(CCC(=O)NCc2ccc(F)cc2)c2ccccc21,x,-6,0,-33,-11,-0.2,3,0.4
COCCOC(=O)N1C(=O)[C@@]2(c3cc(C#CCCO)ccc31)[C@H](c1ccccc1OCCO)N1[C@H](c3ccccc3)[C@H](c3ccccc3)OC(=O)[C@H]1[C@@H]2C(=O)N1CCc2cc(OC)c(OC)cc2C1,1.0,21,-2,x,1,x,-7,x
Cc1noc(C)c1S(=O)(=O)Nc1ccc2c(c1)C(=O)N([C@H](C)CO)C[C@H](C)[C@@H](CN(C)Cc1ccncc1)OCCCC[C@@H](C)O2,-3.6,3,2,24,-7,0.0,-7,0.1
COc1ccc(NC(=S)N2CCN(S(C)(=O)=O)CC2)cc1,0.4,-3,1,5,7,-0.1,-7,-0.1
CSc1ccccc1NC(=O)C1(C)CCN1C(=O)Cc1ccc(-c2ccccc2)cc1 (stereo not drawn),-0.5,-6,-1,-2,2,-0.2,-4,0.0
c1cc(Nc2ncnc3sc4c(c23)CCC4)ccn1,3.1,0,1,25,11,-0.3,3,-0.2
O=C(CN1CCN(S(=O)(=O)c2ccc(Br)cc2)CC1)N/N=C/c1ccncc1,-2.0,4,4,-18,x,-0.1,-2,x
O=C(NCC(=O)N1CCCC1)c1cccs1,-2.3,1,2,11,x,x,-3,x
COCCCn1nnnc1SCC(=O)Nc1nc2ccccc2s1,-2.0,-10,-1,11,-2,0.4,-3,-0.1
O=C(Cc1c[nH]c2ccccc12)Nc1nnc(C2CC2)s1,2.4,-5,x,11,x,0.8,-2,0.1
Cc1ccc(/C=C/C(=O)Nc2ccc(S(N)(=O)=O)cc2)o1,2.6,-44,10,11,x,x,-6,0.1
Cc1cccc(CN2CCC(Oc3ccc(C(=O)N4CCCCC4)cc3)CC2)c1,-5.6,2,1,-4,-5,-0.3,9,0.0
CCOC(=O)c1cc(-c2csc(-c3cccc(Cl)c3)n2)on1,-1.3,-6,1,-13,x,x,-4,-0.1
Cc1cc(C)c2oc(=O)cc(CN3CCN(Cc4ccccc4)CC3)c2c1,1.2,-24,-2,15,-11,0.8,1,0.1
CCCCOCCCNC(=O)C[C@@H]1C[C@@]2(C(=O)OC)CCCCC=C2N(Cc2ccc3c(c2)OCO3)C1=O,-4.4,-5,3,-10,x,1.7,13,-0.1
Cc1ccc(CNC(=O)COC(=O)CN2C(=O)C3CC=CCC3C2=O)cc1 (stereo not drawn),-3.7,-22,-2,-33,9,x,16,0.2
CC(C)[C@H](NC(=O)OC(C)(C)C)C(=O)NCC1CCC(C(=O)N[C@@H](Cc2ccccc2)C(=O)O)CC1 (stereo partly drawn),0.7,-2,-2,-2,-10,x,40*,0.1
CCC(=O)N1CC2(C1)[C@H](c1ccc(-c3cccc(F)c3)cc1)[C@@H](CO)N2CC1CC1,-0.2,8,-3,4,x,0.0,3,0.2
CCC1CCCCN1C(=O)COc1ccc(F)cc1 (stereo not drawn),-2.0,-17,1,-4,-5,-2.2,-9,0.4
Cc1nc(C)c(-c2csc(Nc3ccccn3)n2)s1,-0.5,-11,1,8,13,0.4,-13,0.0
COc1ccc(CCNC(=O)CSc2nc(C)nc3sccc23)cc1OC,0.0,4,-2,-5,2,1.7,-7,0.3
CCC(=O)N1CCc2cc(S(=O)(=O)N(C)c3ccc(Br)cc3)ccc21,1.3,-17,-3,3,-12,0.1,-1,0.1
CCOC(=O)CNC(=S)NN(C)C,0.8,-3,-2,14,1,x,4,0.2
CN1c2ccc(Br)cc2[C@H]2[C@H](CCN2C(=O)C2CCCCC2)[C@H]1CO,-1.2,-4,-1,-21,-12,0.4,-6,0.1
C[C@H](O)C#Cc1ccc2c(c1)O[C@H](CN(C)C(=O)C1CCC1)[C@@H](C)CN([C@H](C)CO)S2(=O)=O,-1.2,0,2,3,0,1.7,-2,0.0
C[C@H](CO)N1C[C@H](C)[C@H](CN(C)S(=O)(=O)c2ccccc2)Oc2cc(C#Cc3ccncc3)ccc2S1(=O)=O,3.5,-36,2,-7,-7,-0.1,-18,0.2
C[C@@H]1CCCCO[C@@H](CN(C)C(=O)Nc2ccc(C(F)(F)F)cc2)[C@H](C)CN([C@@H](C)CO)C(=O)c2cc(NC(=O)Cc3ccccc3)ccc2O1,0.6,x,x,12,-5,0.3,6,0.0
COc1ccc(C(=O)O)cc1S(=O)(=O)NCc1ccncc1,-2.9,-5,1,x,x,-0.1,-9,1.8
O=C(CCNC(=O)Cn1ccc2ccccc2c1=O)NCCCN1CCN(c2ccc(F)cc2)CC1,x,-8,-2,2,3,x,x,x
O=C(CNC(=O)c1sc2ccccc2c1Cl)NC1CC1,2.5,2,1,-5,8,x,-4,0.1
CC1(C)C2CC[C@]1(C)C(=O)N(CCCCN1CCN(c3ccccn3)CC1)C2=O,-3.1,3,-3,30,-8,x,u,0.0
O=C(NCC1CCCO1)c1cc(S(=O)(=O)N2CCCC2)c(Cl)cc1Cl (stereo not drawn),0.0,-12,17,-4,-6,x,1,0.0
O=C(CCn1c(=O)oc2ccccc21)Nc1nc2ccccc2s1,1.6,-8,5,-23,4,x,3,0.0
O=NN(CC(=O)NNc1ccccc1)CC(=O)NNc1ccccc1,-5.9,-15,-1,x,5,-0.1,-6,0.2
COc1ccc(/C=C/C(=O)OCc2cccc([N+](=O)[O-])c2)cc1,1.0,-15,6,7,x,x,8,0.1
CC1(C)CC(=O)C=C(c2ccccc2CO)C1=O,-2.4,-4,-2,-1,12,-1.3,6,-0.1
CO[C@H]1CN(C)C(=O)c2ccc(NC(=O)c3ccccc3F)cc2OC[C@H](C)N(C(=O)c2ccccc2F)C[C@@H]1C,-5.3,22,x,-22,-3,0.0,3,0.0
COCC1CCN(C(=O)c2ccc3oc(Cc4ccccc4)nc3c2)C1 (stereo not drawn),0.9,-2,-1,3,4,-0.1,14,-0.1
CC(C)n1nnc(-c2ccc(OCc3ccccc3F)cc2)n1,-0.3,-15,2,0,-8,0.0,-1,0.3
# Next part:
SMILES,CFTR F508del cor,RAD52 inh,Casp6 inh,INS-1E GSIS act,RAD54 inh,E-sel inducer,DENV2 CPE rescue,Xi reactivation
O=C(C1CCC1)N1CC2(C1)[C@@H](c1ccccc1)[C@H](CO)N2C(=O)c1ccccn1,1.5,-16,1,-3,x,-0.1,-13,0.0
O=C(NCCC1CCCCN1S(=O)(=O)c1ccccc1)C(=O)Nc1ccc(F)cc1 (stereo not drawn),2.4,3,-1,-2,-1,1.1,-6,0.0
COc1ccc(C)cc1NC(=O)CSc1ccc(-c2ccccn2)nn1,-1.8,-30,-6,7,1,0.0,13,-0.1
CC1CCN(CC(=O)Nc2ccc(N3CCCCCC3)cc2)CC1,2.0,75*,-6,-13,x,x,-1,0.2
CC(=O)N1CCN(C(=O)c2ccco2)CC1,-3.7,-20,2,-12,1,3.0,-2,0.0
O=C(CSc1nnc(Cc2ccccc2)n1-c1ccc(F)cc1)N1CCOCC1,-0.9,-9,-2,19,-5,x,x,x
C[C@H]1CN([C@@H](C)CO)C(=O)c2cc(NC(=O)Nc3cccc4ccccc34)ccc2O[C@@H]1CN(C)Cc1ccc(C(F)(F)F)cc1,6.0,-3,0,3,3,0.1,u,-0.8
O=C(CN1CCOCC1)NCC[C@H]1CC[C@H](NC(=O)c2ccc3c(c2)OCO3)[C@H](CO)O1,1.5,33,0,-5,-18,-0.3,2,0.0
CC(=O)Nc1cccc(C(=O)O)n1,-0.8,-32,-2,8,x,x,3,0.4
CCC(C(=O)OC)n1cnc2scc(-c3ccc(C)c(C)c3)c2c1=O (stereo not drawn),1.2,-10,0,-23,6,x,-2,0.2
COc1ccccc1NS(=O)(=O)c1cc(NC(=O)Cc2n[nH]c(=O)c3ccccc23)ccc1Cl,0.8,-23,1,x,-2,-0.1,-2,-0.1
Cc1ccc2cc(C#N)c(SCC(=O)N3CCCc4ccccc43)nc2c1C,5.1,-10,0,x,x,x,17,x
C[C@H](O)C#Cc1ccc2c(c1)O[C@H](CN(C)CC1CCOCC1)[C@H](C)CN([C@H](C)CO)S2(=O)=O,-2.0,x,x,23,-13,-4.7,-3,-0.4
S=C(NC1CCCCC1)N1CCCCC1,-3.2,-11,1,8,x,-0.1,0,0.1
NC1=NC(=Nc2cccc(S(=O)(=O)N3CCOCC3)c2)c2ccccc21,-1.5,0,2,-25,6,0.1,0,-0.2
COc1ccc(C2c3c(C)nn(-c4ccccc4)c3NC(=O)N2c2ccccc2)cc1 (stereo not drawn),-1.6,-4,-1,-3,x,0.1,-1,0.3
OC(COC(c1ccccc1)c1ccccc1)CN1CCOCC1 (stereo not drawn),x,-1,-1,5,x,72*,1,0.0
N/C(=N\OC(=O)/C=C/c1ccccc1)c1ccncc1,3.1,6,2,-12,-6,2.6,0,0.5
CC#CCN(Cc1ccco1)C(=O)C1CCC(=O)N(Cc2ccccc2F)C1 (stereo not drawn),0.0,-4,-2,-6,-4,-0.2,4,0.0
